mHtt clearance: compounds clearing mutant huntingtin protein. HeLa Exon1htt(103Q)mCFP, aggregate imaging; zero = plate's median compound well. inhibition, % at 1.5 µM. 47,000 tested, 0.42% active. AID 853;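 active = inhibition of aggregate fluorescence above about 70%, also judged a hit by eye on the cell image, limit read from the data, passing the limit was not always enough; inconclusive = no rule stated for this call; inactive = not judged a hit on image review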;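 also: cells exposed to compound for three days before fixation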
mHtt clearance grain fraction: also measured in mHtt clearance; calls as there; fraction fluorescence in grains; measured here: aggregate grain fluorescence fraction; active compounds read low;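 scaled fraction of total cell fluorescence in grains with unit not stated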
Numbers without * were called inactive; ? = inconclusive; . = not tested or not shown. This is a subset (hit frequency here may not be typical).

Fields – mHtt clearance, mHtt clearance grain fraction
CCOC(=O)COc1ccc(S(=O)(=O)Nc2ccc3c(c2)OCCO3)cc1
  0, 17
CCC(c1nnnn1Cc1ccco1)N(Cc1cc2cc(OC)ccc2[nH]c1=O)C1CCCCC1 (stereo not drawn)
  37, 12
CCCCn1c(=O)c2ccccc2c2ccccc2c1=O
  15, 18
CCn1c(CNC(=O)c2ccccc2)nnc1SCC(=O)N1CCN(c2ccccc2)CC1
  45, 10
Clc1ccc(-c2ccnc(Oc3cc(Cl)ccc3Cl)n2)cc1
  -10, 42
CSc1ccc2nnc(-c3cccc(F)c3)n2n1
  11, 31
Cc1ccccc1Cn1nc(C)c(NC(=O)c2noc3c2CCc2ccccc2-3)c1C
  -4, 32
COC(=O)c1ccccc1NC(=O)c1ccc2c(c1)C(=O)N(Cc1ccco1)C2=O
  -28, 22
Cn1cccc1C(=O)Nc1nccs1
  7, 32
Cc1c(-c2ccc(F)cc2)nc(N)c(C#N)c1-c1ccco1
  37, 23

By substructure, the entries above with an aryl thioether with sulfur outside any ring.
Fields – mHtt clearance, mHtt clearance grain fraction
CCn1c(CNC(=O)c2ccccc2)nnc1SCC(=O)N1CCN(c2ccccc2)CC1
  45, 10
CSc1ccc2nnc(-c3cccc(F)c3)n2n1
  11, 31

Continued.
Fields – mHtt clearance, mHtt clearance grain fraction
O=C(COc1ccc(S(=O)(=O)NCc2ccccc2)cc1)N1CCOCC1
  -10, 22
O=C(CSc1nc2ccccc2o1)N1CCN(c2ccccc2)CC1
  17, 16
COc1ccc(N=Cc2nc(-c3ccco3)oc2O)cc1
  13, 16
COc1ccc(-n2c(SCC(=O)Nc3ccc(C(=O)O)cc3)nnc2-c2cccs2)cc1
  40, 12
Cn1c(N2CCN(C(=O)NCc3ccccc3)CC2)nc2ccccc21
  -39, 47
N#CCSc1nc2c(c(C3CC=CCC3)c1C#N)CCC2 (stereo not drawn)
  -9, 18
CCOC(=O)CCCOC(=O)c1ccc(S(=O)(=O)N(C)C)cc1
  -2, 47
COC(=O)c1ccc(NC(=O)CSc2nnc(C)n2-c2ccccc2)cc1
  -55, 31
CCN1C(=O)CS/C1=C(\C#N)S(=O)(=O)c1ccccc1
  -55, 29
Cc1ccc(-c2nnn(CC(=O)NC3CCCc4ccccc43)n2)cc1 (stereo not drawn)
  21, 31
CCCc1nnc(NC(=O)CSc2ncn[nH]2)s1
  16, 29
Cc1ccc(C)c(N(C(=O)Cn2nnc3ccccc32)C(C(=O)NC(C)(C)C)c2ccsc2)c1 (stereo not drawn)
  46, 21
O=C(Cn1cccc1)N1CCc2ccccc21
  14, 32
CCC(C)(C)NC(=O)CN(Cc1cccs1)C(=O)CNS(=O)(=O)c1ccc(C)cc1
  33, 16
CC(=O)c1cccc(NC(=O)C2CC(=O)N(c3cccc(C)c3C)C2)c1 (stereo not drawn)
  44, 21
COc1ccc(CNC(=O)CN2CCC(C(=O)c3ccc(OC)cc3)CC2)cc1
  40, 20
COc1ccc(O)c(C2=Nc3ccccc3N=C(c3ccco3)C2)c1
  -21, 35
CN1CCCC1CCNS(=O)(=O)c1ccc(Br)cc1 (stereo not drawn)
  -26, 24
COCCNC(=O)c1ccc(Cl)c(Cl)c1
  -6, 21
COc1ccc(Cl)cc1S(=O)(=O)Nc1cccc(C(=O)O)c1
  32, 13

Single records (already shown):
CCCc1nnc(NC(=O)CSc2ncn[nH]2)s1 in the list: mHtt clearance: 16; mHtt clearance grain fraction: 29
COc1ccc(CNC(=O)CN2CCC(C(=O)c3ccc(OC)cc3)CC2)cc1 in the list: mHtt clearance: 40; mHtt clearance grain fraction: 20

Other records.
Fields – mHtt clearance, mHtt clearance grain fraction
CCC(C)(CC(=O)N(C)CCC#N)c1ccccc1 (stereo not drawn)
  -41, 29
N#CC1=C(SCc2ccccc2)NC2=C(C(=O)CCC2)C1c1ccc2c(c1)OCO2 (stereo not drawn)
  -14, 36
CCOC(=O)Nc1cc(C(=O)OC)cc(C(=O)OC)c1
  -26, 43
C=CCN1N=C(c2ccc(Cl)s2)CSC1=O
  20, 31
Cc1ccc(C)c(NC(=O)C2CCC(C)(C(=O)O)C2(C)C)c1 (stereo not drawn)
  -21, 46
CSC1=N/C(=C\c2cccc(F)c2)C(=O)S1
  -9, 19
CCCc1cc(-c2n[nH]c(C(=O)OCC)c2-c2cscn2)c(O)cc1O
  17, 33
CCC(C)(C)n1nnnc1C(c1cc2ccc(OC)cc2[nH]c1=O)N1CCN(C2CCCCC2)CC1 (stereo not drawn)
  -12, 40
COCCn1c(SCC(=O)c2ccc(Cl)cc2)nnc1C(C)C
  -14, 39
COC(=O)c1ccc(CN(c2ccccc2OC)S(=O)(=O)c2cccs2)o1
  -17, 19

In another format: entries from further up
compound,mHtt clearance,mHtt clearance grain fraction
COCCn1c(SCC(=O)c2ccc(Cl)cc2)nnc1C(C)C,-14,39
Cc1ccc(C)c(NC(=O)C2CCC(C)(C(=O)O)C2(C)C)c1 (stereo not drawn),-21,46

More structures follow.
Fields – mHtt clearance, mHtt clearance grain fraction
O=C(CSc1nnc(-c2ccccc2)n1-c1ccccc1)N1c2ccccc2Sc2ccccc21
  12, 31
O=C(Nc1ccc2c(c1)nc1n2CCSC1)c1ccco1
  16, 28
CC(Cc1ccccc1)NC(=O)CSc1nc2nc3c(cc2c(=O)n1-c1ccccc1)COC(C)(C)C3 (stereo not drawn)
  15, 33
CCOc1ccc(NC(=O)c2cnccn2)cc1
  47, 11
O=C(CSC(=S)N1CCOCC1)N1N=CCC1c1ccccc1 (stereo not drawn)
  -25, 35
Cc1cccnc1NC(=O)Nc1ccc(F)cc1
  17, 30
CCc1nnc(SCC(=O)Nc2ccc(N3CCOCC3)cc2)o1
  -54, 48
Cc1occc1C(=O)N1CCN(c2ncccn2)CC1
  8, 17
CC(C)N1C[C@@]23C=C[C@@H](O2)C(C(=O)OCc2ccccc2)[C@H]3C1=O (stereo partly drawn)
  7, 33
COc1ccc(S(=O)(=O)Nc2c(C)n(C)n(-c3ccccc3)c2=O)cc1
  -22, 20
CSCCC(NC(N)=O)C(=O)N(C)CC(=O)Nc1ccc(C)cc1 (stereo not drawn)
  -28, 26
CCN(CC(=O)Nc1ccc(N2CCOCC2)cc1)Cc1nc2ccccc2c(=O)[nH]1
  5, 38
O=C(c1ccc(NC(=O)C2(c3ccccc3)CCOCC2)cc1)N1CCOCC1
  -26, 24
O=C1CCc2cc(S(=O)(=O)N3CCN(c4ccccc4F)CC3)ccc2N1
  3, 18
CC1(C)C2CCC1(C)C(NC(=O)CCN1CCCCC1)C2 (stereo not drawn)
  -20, 42
CCc1cccc(NC(=O)Cn2cc3c(n2)CCCC3)c1
  23, 26
O=C1CSC(=O)N1CCOCCN1C(=O)CSC1=O
  20, 27
O=C(Nc1ccc2c(c1)OCCO2)c1ccccc1F
  -43, 58
O=C(c1ccc(-n2cnnn2)cc1)N1CCCCC1
  -55, 30
COc1ccccc1NC(=O)Cn1c(=O)sc2ccccc21
  -40, 43
CCN(CC)C(=O)N1CCc2ccccc2C1CN1C(=O)c2ccccc2C1=O (stereo not drawn)
  35, 11
CC(C)CC(C(=O)OCC(=O)Nc1ncc(Cl)cc1Cl)N1C(=O)c2ccccc2C1=O (stereo not drawn)
  46, 22
Cn1c(SCc2cnc(-c3ccccc3)s2)nnc1C1COc2ccccc2O1 (stereo not drawn)
  -14, 34
CCCc1cc2c(=O)c(-c3ccc4c(c3)OCCO4)coc2cc1OC(=O)c1ccco1
  30, 30
COCc1nc(-c2ccc(-c3ccc(C)cc3)nc2OC)no1
  -5, 38
Cc1ccc(NCc2nnc(SCC(=O)Nc3ccccc3)n2CC2CCCO2)c(C)c1 (stereo not drawn)
  -6, 22
O=C(Nc1ccccc1O)c1ccccc1O
  10, 30
CCC(C)c1ccc(NC(=O)C2CCCN(c3ncccn3)C2)cc1 (stereo not drawn)
  -56, 32
CCC(C)(C)n1nnnc1C(c1cc2ccc(OC)cc2[nH]c1=O)N1CCc2ccccc2C1 (stereo not drawn)
  -35, 50
Cc1ccc(S(=O)(=O)n2nc(OC(=O)C(C)(C)C)cc2N)cc1
  -37, 54
Cc1cccc(CSc2nnnn2-c2ccccc2)c1
  1, 16
CCn1c(=O)c2cc(S(=O)(=O)NC3CCCCC3)ccc2n(CC)c1=O
  -62, 61
Cc1ccc(Nc2cc(-n3nc(C)cc3C)ncn2)cc1
  1, 20
CCCCC(=O)NC(=S)NNC(=O)CC#N
  -6, 34
CN=C(Nc1ccc2c(c1)OCO2)SC1CC(=O)N(c2ccccc2)C1=O (stereo not drawn)
  19, 37
COc1ccccc1CC(NC(C)=O)C(=O)N1CCN(C(=O)c2cccs2)CC1 (stereo not drawn)
  -45, 26
CCOC(=O)Nc1sc(C(=O)N(CC)CC)c(C)c1C(=O)OCC
  -18, 21
O=C(c1cc2n(n1)C(C(F)(F)F)CC(c1ccco1)N2)N1CCc2ccccc2C1 (stereo not drawn)
  8, 18
COc1ccc(CNC(C)C2COc3ccccc3O2)c(OC)c1 (stereo not drawn)
  -20, 47
O=C(COc1ncnc2ccc(Br)cc12)N1CCOCC1
  43, 20
Cc1ccc2[nH]c3c(=O)n(Cc4ccccn4)cnc3c2c1
  46, 21
CC(C)C(=O)Nc1ccc(N2CCN(S(C)(=O)=O)CC2)cc1
  ?, .
Cc1nnc(SC2CC(=O)N(c3ccccc3)C2=O)s1 (stereo not drawn)
  -23, 22
CCN(CC)c1cc2nc(C)n(Cc3ccccc3)c(=O)c2cc1NC(=O)C1CC1
  -35, 25
COc1ccc(CSc2nnnn2C)cc1F
  18, 15
Cc1ccc(-c2ccc(/C=C3\C(=O)ON=C3c3ccccc3)o2)c([N+](=O)[O-])c1
  -13, 34
CCOc1ccc(N(CC(=O)O)S(=O)(=O)c2ccc(F)cc2)cc1
  18, 15
COc1ccc(/C=N\NS(=O)(=O)c2ccc(C)cc2)cc1COc1ccccc1[N+](=O)[O-]
  -20, 22
Cc1ccc(C)c(N2C(=O)CN=C2Nc2ccccc2Cl)c1
  52, 9.7
Cc1ccc(Nc2nnns2)cc1
  27, 32

(listing goes on)
Fields – mHtt clearance, mHtt clearance grain fraction
CCOc1ccccc1N1C(=O)CC(N(O)c2ccccc2)C1=O (stereo not drawn)
  29, 34
Cc1ccc(CNC2=NCCCCC2)n1C
  -24, 47
CC(/C=C/c1ccc(O)cc1)=N/O
  -48, 29
CCOC(=O)c1ccc2c(c1)nc(COc1ccc(OC)cc1)n2CC
  -4, 21
Cc1ccc(Cn2ccc(NC(=O)CCSc3nc(-c4ccco4)cc(C(F)(F)F)n3)n2)cc1
  -28, 25
CC(=O)Cc1nsc(NC(=O)c2ccc(COc3ccc(C)cc3)o2)n1
  -10, 41
C=CCNC(=O)C(C)Sc1ccc(Cl)cc1 (stereo not drawn)
  ?, .
CN(C)C(=O)CSc1nc2ccccc2c(=O)[nH]1
  -59, 26
Cc1ccccc1CN1CCN(C(=O)c2cccc(F)c2)CC1
  -17, 19
COc1cccc(/C=C2/CN(C)CC3=C2OC(N)=C(C#N)C3c2cccc(OC)c2)c1 (stereo not drawn)
  -2, 19
Cc1cccc(CN2CCC(C(N)=O)CC2)c1
  -27, 27
CCCOC(=O)c1c(NC(=O)CSc2nc(-c3ccco3)cc(C(F)(F)F)n2)sc(C(=O)OC)c1C
  -6, 34
O=c1c(-c2ccccc2)coc2c(CN3CCCC3)c(O)ccc12
  29, 25
O=C(NCCCCO)C(F)(F)C(F)(F)C(F)(F)C(=O)NCCCCO
  45, 11
COCCN(C(=O)CCC(=O)Nc1ccccn1)C(C(=O)NC1CCCC1)c1ccc(OC)cc1 (stereo not drawn)
  3, 21
COc1cccc(C2=CC(c3ccc(N(C)C)cc3)n3ncnc3N2)c1 (stereo not drawn)
  0, 36
Cc1ccc(CC2CC(=O)N(c3ccncc3)C2=O)cc1 (stereo not drawn)
  7, 33
Cc1cccc(-n2ncc3c(NCc4ccc5c(c4)OCO5)ncnc32)c1
  4, 20
Cc1csc(NC(=O)CSc2nnc(-c3ccoc3C)n2Cc2ccco2)n1
  48, 18
Cc1cc(=O)[nH]c(-c2ccccc2O)n1
  -17, 50
Cc1nnc(SCC(N)=O)n1CCc1ccccc1
  71*, 5.8*
CC[n+]1ccc(C)c2cc(S(=O)C(F)(F)F)ccc21 (stereo not drawn)
  -24, 43
Nc1ccc(Cc2nc3c(ccc4ccccc43)[nH]2)cc1
  -94, 73
O=C(CSc1ncn(-c2ccccc2)n1)c1cccs1
  -5, 17
CCN(CC)C(=O)c1cc2c(=O)n3cccc(C)c3nc2n1C
  -86, 57
N#Cc1c(NC(=O)CSc2ncn(-c3ccccc3)n2)sc2c1CCCC2
  7, 17
Cc1c(NC(=O)c2cc(-n3cnnc3)ccc2Cl)cccc1-c1nc2ccccc2o1
  63, 6.9
O=C(NC(Cc1ccccc1)C(=O)O)/C(=C\c1ccc(F)cc1)NC(=O)c1ccccc1 (stereo not drawn)
  -1, 29
Cc1cccc(OCCn2c(CCCO)nc3ccccc32)c1
  -88, 64
Cc1cnc(Sc2ncccc2[N+](=O)[O-])nc1
  28, 15
CC(=O)N1CCN(c2ccccc2NC(=O)COc2ccc(Cl)cc2Cl)CC1
  -77, 34

Screening results from PubChem.
